Sm TGR inh = blocks Schistosoma mansoni thioredoxin glutathione reductase; Q962Y6; hit rate 3% among 360,000; purified TGR, DTNB reduction, TNB absorbance 405 nm; Potency, µM (highest dose often 114 µM), for inactives: at the top dose activity change, negative = inhibition, usual class: inhibitors; further: potency means the concentration at half of the fitted maximal effect; nearly all actives have a fitted effect of over 60% in size
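First, TGR (20 nM dispensed) and NADPH were mixed with compound. Second, a 15 min room-temperature incubation followed. Third, further NADPH and then DTNB were added to start the reaction. Finally, TNB absorbance was monitored kinetically.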
AMA1 RON2 block = inhibitors of Plasmodium falciparum AMA1-RON2 interaction; Potency, µM (highest dose often 58.2 µM), inactives show at the highest dose activity change, negative = inhibition, hits mostly inhibitors; AlphaScreen AMA1-biotinylated RON2 peptide binding; hit rate 0.2% among 360,000;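 further: potency means the concentration at half of the fitted maximal effect; 0% = vehicle wells and -100% = peptide control; nearly all actives have a fitted effect of over 45% in size; some results filed as inactive show a strong effect at the top dose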
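AMA1 (3D7) with his tag at 25 nM final met compounds first, then biotinylated RON2 peptide at 25 nM; detection used donor plus acceptor beads, 10 µg/mL apiece, read by AlphaScreen after 30 min at room temperature.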
AmpC detergent = inhibitors of E. coli AmpC beta-lactamase with detergent | P00811 | AmpC hydrolysis of nitrocefin, absorbance 480 nm, 0.01% Triton | hit rate 0.041% among 370,000 | Potency, µM (series often up to 114 µM), for the others: at the top dose activity change, negative = inhibition, most hits filed as inhibitors;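 further: potency means the concentration at half of the fitted maximal effect; 0% = no-compound wells and -100% = no-enzyme wells; nearly all actives have a fitted effect of over 25% in size; some results filed as inactive show a strong effect at the top dose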
Target sequence (P00811 whole entry, looked up): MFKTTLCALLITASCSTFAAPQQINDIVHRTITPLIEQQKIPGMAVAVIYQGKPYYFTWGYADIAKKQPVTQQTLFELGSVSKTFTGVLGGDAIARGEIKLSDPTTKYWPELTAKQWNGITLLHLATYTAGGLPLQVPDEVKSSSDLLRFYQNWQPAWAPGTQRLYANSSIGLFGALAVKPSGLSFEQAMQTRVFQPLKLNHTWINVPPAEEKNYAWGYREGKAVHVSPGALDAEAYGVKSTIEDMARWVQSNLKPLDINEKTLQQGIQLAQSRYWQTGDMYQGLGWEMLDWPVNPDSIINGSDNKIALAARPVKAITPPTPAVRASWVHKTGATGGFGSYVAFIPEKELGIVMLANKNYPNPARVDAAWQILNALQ
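20 mM phosphate pH 7.0 + 0.01% (detergent screen) or 0.0001% Triton X-100; 5.3 nM AmpC reagent; cpd preinc 15 min RT; nitrocefin (800 uM stock) to start; A480 q20 s × 4 min; Activity was normalised to no-enzyme and no-compound control wells.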
HCMV inh = inhibitors of human cytomegalovirus; hit rate 4.5% among 410,000; activity change, negative = inhibition, % at 57.5 µM; HFF cells, HCMV-luciferase reporter, 72 h; stronger effect = lower value; in the data active means activity change below about -60%; inconclusive means no clear call, values can overlap the other calls; inactive means above about -39%
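Inhibition of viral replication was scored as loss of reporter luminescence in HFFs infected with HCMV-luciferase (MOI 1 PFU/cell) for 72 h; compounds tested at 2 doses, normalized to buffer and Salinomycin controls.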
Giardia FBPA inh = Giardia lamblia aldolase inhibition | A8B2U2 | purified Giardia FBPA | Potency, µM (doses to about 59.6 µM), for the others: top-dose activity, negative = inhibition, actives largely listed as inhibitors | hit rate 0.71% among 290,000 | AID 2451; further: potency means the concentration at half of the fitted maximal effect; nearly all actives have a fitted effect of over 55% in size
Target sequence (A8B2U2 whole entry, looked up): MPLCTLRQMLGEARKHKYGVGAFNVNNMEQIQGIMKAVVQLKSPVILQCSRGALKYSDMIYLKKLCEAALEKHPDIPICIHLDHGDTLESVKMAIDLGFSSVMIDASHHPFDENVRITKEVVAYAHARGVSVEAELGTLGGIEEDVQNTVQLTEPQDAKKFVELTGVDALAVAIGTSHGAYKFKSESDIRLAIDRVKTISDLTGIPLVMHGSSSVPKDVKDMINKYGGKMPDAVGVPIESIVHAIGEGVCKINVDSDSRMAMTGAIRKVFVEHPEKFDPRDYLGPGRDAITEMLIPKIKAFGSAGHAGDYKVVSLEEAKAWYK
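Giardia FBPA (40 nM reagent) was preincubated 10 min at RT with compound (up to 57.5 uM final), then substrate plus GAPDH/TPI/NAD/arsenate coupling system with diaphorase/resazurin was added; resorufin fluorescence (525/598 nm) was read after 20 min.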
HCV inh = blocks hepatitis C virus. AID 651820. hit rate 3.4% among 340,000. Potency, µM (series often up to 41.8 µM), for inactives: at the highest dose activity change, negative = inhibition, actives largely listed as inhibitors. Huh7.5.1 HCVcc-Cre infection, luciferase reporter, 44 h; further: potency means the concentration at half of the fitted maximal effect
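1,000 cells/well; 4 h culture; + compound; + HCVcc-Cre (~0.5 moi); 44 h; luciferase substrate, RT 15 min; read 15 sec.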
Starred values were filed as active, the others as inactive; ? = inconclusive; · = not tested or not shown; + = active, no number; & = joins results of further samples; ! = a repeat was not active; [ ] = another dose, or the depositor's remark. Unless noted, the call rests on the fitted dose curve; in most records, active means well fitted curve in the direction sought with a large enough effect; inconclusive means small, poorly fitted or top-dose-only effect, or another doubt; inactive means no such curve, though single readings can be large; an effect the other way counts as inactive or inconclusive. Unless noted, on the % scale 0 is the no-effect control and ±100 the full control effect.

SMILES | Sm TGR inh | AMA1 RON2 block | AmpC detergent | HCMV inh | Giardia FBPA inh | HCV inh
Cc1cc(C)nc(NS(=O)(=O)c2ccc(NC(=O)CN3C(=O)C4CC=CCC4C3=O)cc2)n1 (configuration not stated) | 6% | -6% | 5% | 41 | 19% | -1%
CC(C)(C)C(=O)NNC(=O)CCCOc1ccc(Cl)cc1Cl | 3% | 2% | -2% | 16 | -1% | 13%
COc1cc(NC(=O)c2cccs2)c(C(=O)OCC(=O)c2cc(C)n(-c3ccccc3)c2C)cc1OC | -1% | -8%[11.6 µM] | -3% | -34 | -3% | 11%
O=C(CN(C(=O)CNC(=O)c1ccco1)c1ccc(F)cc1)NC1CCCCC1 | 4% | -4% | -12% | 0 | 2% | -13%
Cc1ccc(S(=O)(=O)NCC(=O)OCC(=O)c2cc(C)n(-c3ccccc3)c2C)cc1 | -10% | -16% | -7% | 44 | 0% | -2%
CC12CCC(=O)N1C(C(=O)NNC(=O)c1ccccc1)CS2 (configuration not stated) | 2% | 17% | -22% | -26 | · | 33%[activator]
Cc1ccc(OCCC(=O)OCC(=O)Nc2cc(S(=O)(=O)N(C)C)ccc2C)cc1 | -26% | 8% | -10% | 29 | -2% | 13%
O=C1NC(=S)N/C1=C/c1cc([N+](=O)[O-])ccc1N1CCOCC1 | -4% | 11% | 1% | 0 | -3% | -21%
CCCOc1ccc(C(=O)Nc2ccc(NC(=O)c3ccccc3)c(Br)c2)cc1 | 3% | · | 16% | 9 | · | ·
Nc1ccc(-c2n[nH]c(=O)c3ccccc23)cc1N | 0% | 21% | -8% | -27 | ? | 3%
COc1cc(C(=O)N/N=C/C23CC[C@@H](O)CC2(O)CC[C@@H]2[C@@H]3CCC3(C)C(C4=CC(=O)OC4)CCC23O)ccc1O (some centres not stated) | -4% | 8% | -7% | -33 | -8% | -4%
COc1ccc(NC(=O)c2ccc(COc3ccccc3Br)o2)c(OC)c1 | · | -6% | · | -11 | · | ?

A stretch from further up:
SMILES | Sm TGR inh | AMA1 RON2 block | AmpC detergent | HCMV inh | Giardia FBPA inh | HCV inh
Cc1cc(C)nc(NS(=O)(=O)c2ccc(NC(=O)CN3C(=O)C4CC=CCC4C3=O)cc2)n1 (configuration not stated) | 6% | -6% | 5% | 41 | 19% | -1%
CC(C)(C)C(=O)NNC(=O)CCCOc1ccc(Cl)cc1Cl | 3% | 2% | -2% | 16 | -1% | 13%

The listing continues.
SMILES | Sm TGR inh | AMA1 RON2 block | AmpC detergent | HCMV inh | Giardia FBPA inh | HCV inh
CCOc1cccc2cc(C(=O)N3CCN(C/C=C/c4ccccc4)CC3)c(=O)oc12 | -12% | -7% | -4% | -18 | -5% | -27%
CC(=O)NCCn1c(SCC(=O)NCc2ccco2)nc2ccccc2c1=O | -14% | 0% | 1% | -5 | 1% | 13%
Cc1cc(C(=O)NNCc2ccccc2)no1 | -12% | 1% | ? | -37 | -5%[21.7 µM] | -15%
O=C(NC1CCSC1=O)C1CCCCC1 (configuration not stated) | 0% | -4% | 2% | -35 | 2% | -4%
O=S(=O)(c1ccc(Cl)c(NC(=S)Nc2ccccc2N2CCOCC2)c1)N1CCOCC1 | 35µM* | 20% | -4% | -16 | -22% | 3%
COc1cccc(NC(=O)C2CCN(S(=O)(=O)c3ccc4c(c3)CC(C)N4C(C)=O)CC2)c1 (configuration not stated) | 1% | 9% | -9% | ? | 0% | ?
COc1ccc(-n2c(O)c(C(C)=NCCCn3ccnc3)c(=O)[nH]c2=O)cc1 | 1% | -12% | ? | -66* | -1% | -2%
O=C(CSc1nnnn1C1CCCC1)Nc1cccc(NC(=O)c2ccco2)c1 | ? | 2% | ? | -70* | 0% | -12%
Cc1cccc(NC(=O)C2C(C(=O)O)C3C=CC2C32CC2)c1C (configuration not stated) | 9%[11.4 µM] | -6% | -14% | 7 | 2% | 5%
CCCCC(=O)Nc1ccc2c(c1)nc(CCN1CCN(c3ccccn3)CC1)n2C | 6% | -1% | 2% | -81* | 1% | -6%
Cc1ccc(S(=O)(=O)Cn2nnnc2CN2CCOCC2)cc1 | 2% | 0% | -4% | -25 | -8% | 7%
CCOC(=O)c1cnn(-c2cc(Oc3ccccc3)ncn2)c1N | 0% | 5% | 3% | -7 | 4% | 9%
CCCSc1nc(N)nc2c1ncn2C1OC(CO)C(O)C1O (configuration not stated) | · | 10% | · | -70* | · | 4%
Cc1ccc(-n2cc(C(=O)OCc3ccc(F)c(F)c3)c3ccccc3c2=O)cc1 | ? | · | 4% | 22 | · | ·
Cc1ccc(CN2C(=O)c3ccccc3Sc3ccc(C(=O)NCCN4CCOCC4)cc32)cc1 | 6% | -11% | 3% | 0 | -9% | -11%
COc1ccc(CC(=O)Nc2nnc(C(C)C)s2)cc1 | 1% | 16% | -1% | -6 | 5% | 6%
CC(NC(=O)/C(=C/c1cccc([N+](=O)[O-])c1)NC(=O)c1ccco1)C(=O)O (configuration not stated) | -6% | 0% | -5% | -25 | 5% | 6%
CN(C)c1ccc(/C=N/NC(=O)CNC(=O)/C=C/c2ccco2)cc1 | ? | -11% | 3% | -5 | 12% | 11%
COC(=O)c1ccc(C2/C(=C(/O)c3ccc(OC)cc3)C(=O)C(=O)N2Cc2ccco2)cc1 (configuration not stated) | -35% | -2% | 5% | 98 | -16% | 2%
CC1(C)Cc2nc3oc4c(SCC(N)=O)ncnc4c3cc2CO1 | 7% | -3% | 6% | ? | -1% | -12%
CCCNC(=O)CCn1nc(-c2ccc(Cl)cc2)c2ccccc2c1=O | 7% | -1% | 8% | -24 | 9% | -12%
O=C(COc1ccccc1)N1CCN(C(=O)c2cccc(F)c2)CC1 | 3% | -19% | 1% | 43 | 2% | 5%
O=C(c1ccc(CS(=O)(=O)c2ccccc2)o1)N1CCC2(CC1)OCCO2 | 22µM* | -25% | -12% | 2 | -4% | 1%
Cc1sc2c(c1C)CN(Cc1ccncc1)CN2C(=O)c1ccco1 | -28% | 2% | 4% | 63 | -7% | 15%
C(=N\n1cnnc1)/c1ccc(OCc2ccccc2)cc1 | 3% | -5% | -13% | -9 | -12% | ?
Cc1ccc(-n2nc3c(c2NC(=O)c2cccs2)CSC3)cc1 | 1% | 0% | 5% | -22 | -1% | -27%
CC(C)(C)NC(=O)Cc1ccc(S(=O)(=O)N2CCCC2)s1 | 0% | 9% | 0% | -5 | ? | 2%
CC(CN1CCCC1)OC(=O)COc1ccccc1 (configuration not stated) | -5% | 7% | -14% | 17 | -2% | 4%
O=C(NC1CCCCC1)C(c1ccco1)N(C(=O)c1csnn1)c1cccc(Cl)c1 (configuration not stated) | 1% | -8% | 4% | ? | 9% | -1%
CCCn1c(C(CO)Nc2nc(-c3cccc(Br)c3)cs2)nc2ccccc21 (configuration not stated) | -22% | 36%[activator] | ? | -18 | -8% | ?
O=C(Cn1c(NCCCO)nc2ccccc21)c1ccc(Br)cc1 | ? | 55%[activator] | 0% | 39 | 1% | -4%
COc1ccc2nc(NC(=O)CSc3nc4cccnc4n3C)sc2c1 | -5% | -6% | ? | -34 | -3% | ?
Cc1nnc(N2CCN(c3ccccc3)CC2)[nH]c1=O | 0% | 4% | ? | -14 | 0% | 4%
O=C(NNC(=O)C1CCN(S(=O)(=O)c2ccc(Cl)cc2)CC1)c1ccc(S(=O)(=O)N2CCCCC2)cc1 | -1% | 7% | 1% | ? | 6% | 8%
O=C(/C=C/c1ccc(Cl)c(Cl)c1)NC1=NCCS1 | · | 47%[activator] | -4% | 57 | 1% | -6%
CC(C)N1CCC(=NNC(=O)c2ccc(Br)o2)CC1 | -10% | 44%[activator] | -1% | 35 | -3% | 5%
Oc1[nH]c2ccccc2c1N=Nc1nc(Nc2ccccc2)nc(N2CCOCC2)n1 | -3% | 4% | 9% | -103* | 2% | 14µM*
O=C(NCc1ccccc1)c1c[nH]c2ccc(F)cc2c1=O | 0% | 2% | 2% | ? | -1% | -25%
COc1ccc(N(CC(=O)NCc2ccc(C)cc2)S(=O)(=O)c2c(C)[nH]c(=O)[nH]c2=O)cc1 | 2%&4% | 0% | -2%&5% | +! | 0% | 20%
Cc1cccc(OCC(=O)N(Cc2ccco2)C2CCS(=O)(=O)C2)c1C (configuration not stated) | -22% | 0% | -9% | -1 | 8% | 1%
COCc1cc(=O)n2[nH]c(-c3ccc(C)cc3)cc2n1 | -12% | 6% | 4% | 71 | -13% | 12%
COCCCn1c(SCc2ccccc2F)nc2c(sc3ccccc32)c1=O | 2% | · | 10% | -37 | · | ·
CCCc1nnc(NC(=O)CCC(=O)N2CCC3(CC2)OCCO3)s1 | -9% | -1% | -9% | 13 | 4% | 8%
Nc1ccc2c(c1)OCCOCCOCCOCCOCCO2 | -10% | 29% | -8% | -17 | ? | 9%
O=C(NC(=S)N1CCN(C/C=C/c2ccccc2)CC1)c1c(F)cccc1F | -20% | 52%[activator] | ? | -3 | -15% | 6%
CCc1nc(C)c(-c2ccccc2)c(=O)[nH]1 | 2% | -5% | -9% | 10 | 7% | 2%
CC(C)c1ccc(Nc2c(-c3ccc(N4CCOCC4)cc3)nc3ncccn23)cc1 | 10% | · | 2% | 0 | · | ·
CCOc1ccc(-n2c(SCC(=O)Nc3cc(C(=O)O)ccc3Cl)nc3ccccc3c2=O)cc1 | -1% | 28% | 0% | -13 | 14% | ?
COc1cc(C#Cc2c(-c3cncn3C)n(C)c3ccc(-c4ccc5[nH]ccc5c4)cc23)cc(OC)c1 | 0% | 26% | 5% | 23 | · | ?
CCOc1ccc(N2CC(C(=O)N3CCCCC3)CC2=O)cc1 (configuration not stated) | -3% | -4% | -8% | 2 | 1% | 12%
CCN(CC(=O)Nc1c(F)cccc1F)C(=O)CNC(=O)c1ccc2ccccc2c1 | 1% | -6% | 4% | -33 | · | 3%
Cc1ccc(S(=O)(=O)N2CCOCC2)cc1C(=O)NCc1cccnc1 | -3% | 6% | -2% | 8 | 7% | 3%
COc1ccc(CSc2ncn[nH]2)cc1[N+](=O)[O-] | -11% | -6% | ? | -31 | -8% | 3%
CC(=O)Oc1ccc2occ(C(=O)c3ccccc3)c2c1 | · | 10% | · | 107 | · | -9%
CCOC(=O)CSc1nnc(CNC(=O)c2ccco2)n1-c1ccc(F)cc1 | -9% | 2% | -5% | 57 | 2% | 10%
CCN(CC)C(=O)CSc1nc2cc3c(cc2c(=O)n1CCCC(=O)NCCc1ccc(OC)c(OC)c1)OCO3 | -11% | 5% | 2% | -67* | 4% | -22%
COc1ccccc1NC(=O)CON=C(N)CC(=O)NC1CCCCC1 | -13% | 34%[activator] | -7% | 0 | · | ?

Some of the entries above in another layout:
SMILES,Sm TGR inh,AMA1 RON2 block,AmpC detergent,HCMV inh,Giardia FBPA inh,HCV inh
COc1cc(C#Cc2c(-c3cncn3C)n(C)c3ccc(-c4ccc5[nH]ccc5c4)cc23)cc(OC)c1,0%,26%,5%,23,·,?
CCOc1ccc(N2CC(C(=O)N3CCCCC3)CC2=O)cc1 (configuration not stated),-3%,-4%,-8%,2,1%,12%

Source: PubChem BioAssay (National Center for Advancing Translational Sciences (NCATS))
